Compound activity from PubChem.
SARS 3CLpro inh – SARS-CoV 3CLpro protease inhibitors, primary screen, biochemical, quenched FRET | hit rate 0.14% among 290,000 | recombinant SARS-CoV 3CLpro, quenched FRET peptide cleavage | inhibition, % at 6 µM | Replicase polyprotein 1ab (Severe acute respiratory syndrome coronavirus), P0C6X7 | AID 1706, 2009; in the data active = inhibition above about 12%
PfHsp40 rescue – rescue of yeast from PfHsp40 toxicity, primary screen, S. cerevisiae, ATP luminescence. S. cerevisiae expressing PfHsp40, growth rescue. growth rescue, % at 12.5 µM. hit rate 0.68% among 340,000. AID 504582, 2011; in the data active = growth rescue above about 28%, passing the limit was not always enough;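 also: yeast W303a lacking pdr1 and pdr3 grown in galactose medium; growth measured after three days at 30 °C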
BoNT-A LC inh2 – BoNT/A light chain protease inhibitors, primary screen, biochemical, flow cytometry, MLPCN library | multiplex microsphere protease substrate cleavage | AID 588499, 2011 | hit rate 0.17% among 360,000 | Botulinum neurotoxin type A light chain protease (Clostridium botulinum A str. ATCC 3502) | inhibition, % at 10 µM; also: plate controls were buffer without enzyme for full effect and enzyme alone for no effect
Yp Topo-I inh – Yersinia pestis topoisomerase I inhibitors, primary screen, biochemical, cleavage product accumulation, plate reader, single point; hit rate 0.064% among 360,000; DNA topoisomerase I (Yersinia pestis CO92); activity, % at 10 µM; Y. pestis Topo-I cleavage product accumulation; in the data active = activity above about 50%, passing the limit was not always enough; also: inactives centre near 2
Vc quorum ag – inducers of Vibrio cholerae quorum light production without autoinducers, primary screen, BH1578 luxS cqsA deficient, single point; V. cholerae BH1578 lux reporter, luminescence, 6 h; activation, % at 18.7 µM; hit rate 0.16% among 350,000; AID 588436, 2011; in the data active = activation mostly above about 9.7%, no sharp cut-off; also: not every result past the cut was called active; inactives centre near 0; reference of the scale not given here
SSB-PriA inh – inhibitors of Klebsiella pneumoniae PriA binding to SSB C-terminal tail, primary screen, biochemical, AlphaScreen; PriA–SSB C-terminal tail interaction (Klebsiella pneumoniae); AID 1272365, 2023; hit rate 0.6% among 430,000; AlphaScreen SSBct-PriA binding, biotinylated peptide; inhibition, % at 33 µM; in the data active = inhibition mostly above about 37%, no sharp cut-off; inactive = mostly below about 20%;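 also: plate controls were negative control peptide for no effect and reference peptide for full effect; strong numbers were not always called active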
CCHFV vOTU inh – CCHFV vOTU protease inhibitors, primary screen, biochemical, Pep-AMC substrate, fluorescence; hit rate 0.55% among 370,000; inhibition, % at 11.5 µM; AID 651958, 2012; Crimean-Congo hemorrhagic fever virus L polyprotein viral ovarian tumor (vOTU) protease …; in the data active = inhibition above about 30%; also: 0% = vehicle wells with enzyme and 100% = no enzyme wells
Anthrax LF prot – Bacillus anthracis LF protease inhibitors, primary screen, biochemical, multiplex microsphere, MLPCN library; hit rate 0.12% among 360,000; inhibition, % at 10 µM; multiplex microsphere protease cleavage assay; AID 588501, 2011; Lethal factor (Bacillus anthracis), P15917; also: plate controls were buffer without enzyme for full effect and enzyme alone for no effect
TcdB GH inh – TcdB glycohydrolase inhibitors, primary screen, biochemical, single point, plate reader; Toxin B (Clostridioides difficile), P18177; TcdB glycohydrolase enzymatic assay; inhibition, % at 9.99 µM; hit rate 0.24% among 350,000; in the data active = inhibition above about 10%
DUSP3 inh – VHR1 phosphatase inhibitors, primary screen, biochemical, absorbance, uHTS; inhibition, % at 13.3 µM; hit rate 0.52% among 290,000; recombinant VHR phosphatase, pNPP absorbance; in the data active = inhibition above about 50%; also: some compounds called inactive have numbers as strong as hits
The depositor's hits bear a star; i = inactive; x = no result given; ! = not active in a repeat. Rule as the data show it, unless noted: active = inhibition above about 30%; inconclusive = no clear call, values can overlap the other calls; inactive = below that.

Codes – A = SARS 3CLpro inh; B = PfHsp40 rescue; C = BoNT-A LC inh2; D = Yp Topo-I inh; E = Vc quorum ag; F = SSB-PriA inh; G = CCHFV vOTU inh; H = Anthrax LF prot; I = TcdB GH inh; J = DUSP3 inh
Molecule: O=C1c2cccnc2-c2ncccc21
  A: -1	B: 1.7	C: -0.4	D: -3	E: i	F: 37*!	G: -1	H: -3	I: x	J: 28

Molecule: CC(C(=O)Nc1ccc2c(c1)OCO2)c1ccc([N+](=O)[O-])cc1 (stereo not drawn)
  A: 8	B: 0.2	C: 0.0	D: 7	E: -0.2	F: -4	G: 9	H: -6	I: x	J: -32

Molecule: Cc1nc(S/C(=C/c2ccc(-c3cc(Cl)ccc3C)o2)C(=O)O)n[nH]1
  A: 4	B: -0.4	C: -0.3	D: 2	E: -0.4	F: -3	G: -10	H: 4	I: 0.7	J: 17

Molecule: CCOC(=O)C1=C(c2ccccc2)N=c2sc(=Cc3cc(OC)c(OC)c(OC)c3)c(=O)n2C1c1cccs1 (stereo not drawn)
  A: x	B: x	C: 32*	D: -6	E: -0.2	F: -10	G: 18	H: 37*	I: 0.8	J: x

Molecule: Cc1cc(NC(=O)CCC(=O)N(c2cccc(F)c2)C(C(=O)NC2CCCC2)c2ccccc2)no1 (stereo not drawn)
  A: 1	B: -0.6	C: -2.9	D: 15	E: -0.5	F: 3	G: -1	H: 0	I: 1.1	J: 7

Molecule: Cc1cccc(NC(=O)Nc2ccc3c(c2)OCO3)n1
  A: 5	B: 1.5	C: -0.9	D: 7	E: -0.2	F: 4	G: 15	H: 0	I: -0.5	J: 13

Molecule: CC(C)CCn1nnnc1C(C(C)C)N1CCC(C(N)=O)CC1 (stereo not drawn)
  A: -2	B: -1.2	C: -0.7	D: -10	E: -0.3	F: -10	G: -10	H: -7	I: x	J: 22

Molecule: COc1ccc2c(c1)-c1nc(N)sc1CC2
  A: 1	B: -1.4	C: -1.6	D: 3	E: -0.6	F: 13	G: -6	H: -6	I: 7.0	J: 17

Molecule: Cc1cccc(NC(=S)N2CCC(C(=O)c3ccc(F)cc3)CC2)c1C
  A: -5	B: 0.0	C: -0.1	D: 6	E: i	F: 0	G: 8	H: 4	I: 0.3	J: -5

Molecule: Fc1ccc(CSc2nnc3ccc(-c4ccncc4)nn23)cc1
  A: 2	B: -0.5	C: 0.1	D: 5	E: i	F: -7	G: 7	H: -2	I: 1.9	J: 15

(cont.)
Codes – A = SARS 3CLpro inh; B = PfHsp40 rescue; C = BoNT-A LC inh2; D = Yp Topo-I inh; E = Vc quorum ag; F = SSB-PriA inh; G = CCHFV vOTU inh; H = Anthrax LF prot; I = TcdB GH inh; J = DUSP3 inh
Molecule: Cc1ccc(S(=O)(=O)n2nc(OC(=O)c3ccco3)cc2N)cc1
  A: -1	B: -0.7	C: 1.3	D: 1	E: -1.7	F: -1	G: 4	H: 5	I: x	J: x

Molecule: O=C1CC(N2CCOCC2)C(=O)N1CCN1C(=O)CC(N2CCOCC2)C1=O (stereo not drawn)
  A: 1	B: -1.6	C: -0.2	D: -6	E: i	F: -11	G: -1	H: 2	I: x	J: 18

Molecule: COc1ccc(OCC(=O)Nc2ccccc2OC)cc1
  A: 3	B: -1.2	C: -1.7	D: 2	E: 29*	F: 7	G: 11	H: -4	I: -0.2	J: -1

Molecule: CCCCn1c(=O)c(CCC(=O)OCC(=O)Nc2cc(Cl)ccc2OC)nc2ccccc21
  A: -2	B: -0.2	C: 0.3	D: 2	E: i	F: -5	G: -4	H: -1	I: x	J: 7

Molecule: CC(=O)OCCN1C(=O)c2cccnc2C1=O
  A: 2	B: 0.4	C: -0.1	D: 0	E: -0.4	F: -14	G: 5	H: 0	I: x	J: -8

Molecule: CCOC(=O)N/N=C\c1ccc(C)s1
  A: 3	B: -0.5	C: -0.2	D: 2	E: -2.3	F: x	G: -4	H: 0	I: -1.1	J: -7

Molecule: CC(C)C(NS(=O)(=O)c1ccc2c(c1)oc(=O)n2C)C(=O)N1CCN(C2CCCCC2)CC1 (stereo not drawn)
  A: -2	B: -0.3	C: 0.5	D: -7	E: -0.5	F: 4	G: x	H: 3	I: x	J: 0

Molecule: C=CCNC(=O)CN1C(=O)NC(C)(c2ccc(OC)cc2)C1=O (stereo not drawn)
  A: 0	B: 0.2	C: -3.6	D: -10	E: -0.5	F: 1	G: 2	H: -12	I: 0.7	J: 20

Molecule: COC(=O)NCN1C(=O)C2C3C=CC(C3)C2C1=O (stereo not drawn)
  A: 0	B: -0.9	C: -0.3	D: 5	E: i	F: 3	G: -5	H: 3	I: 0.1	J: -5

Molecule: CN1CCN(NC(=O)C23CC4CC(CC(C4)C2)C3)CC1
  A: 2	B: 3.5	C: -0.2	D: 5	E: -0.6	F: -2	G: -12	H: 1	I: 0.2	J: -4

Single records, from the list above. Order of screens: SARS 3CLpro inh | PfHsp40 rescue | BoNT-A LC inh2 | Yp Topo-I inh | Vc quorum ag | SSB-PriA inh | CCHFV vOTU inh | Anthrax LF prot | TcdB GH inh | DUSP3 inh
Shown for CCCCn1c(=O)c(CCC(=O)OCC(=O)Nc2cc(Cl)ccc2OC)nc2ccccc21 : -2 | -0.2 | 0.3 | 2 | i | -5 | -4 | -1 | x | 7
Shown for O=C1CC(N2CCOCC2)C(=O)N1CCN1C(=O)CC(N2CCOCC2)C1=O (stereo not drawn) : 1 | -1.6 | -0.2 | -6 | i | -11 | -1 | 2 | x | 18
Shown for CCOC(=O)N/N=C\c1ccc(C)s1 : 3 | -0.5 | -0.2 | 2 | -2.3 | x | -4 | 0 | -1.1 | -7
Shown for CN1CCN(NC(=O)C23CC4CC(CC(C4)C2)C3)CC1 : 2 | 3.5 | -0.2 | 5 | -0.6 | -2 | -12 | 1 | 0.2 | -4
Shown for C=CCNC(=O)CN1C(=O)NC(C)(c2ccc(OC)cc2)C1=O (stereo not drawn) : 0 | 0.2 | -3.6 | -10 | -0.5 | 1 | 2 | -12 | 0.7 | 20

(listing goes on)
Codes – A = SARS 3CLpro inh; B = PfHsp40 rescue; C = BoNT-A LC inh2; D = Yp Topo-I inh; E = Vc quorum ag; F = SSB-PriA inh; G = CCHFV vOTU inh; H = Anthrax LF prot; I = TcdB GH inh; J = DUSP3 inh
Molecule: COc1ccc(-c2nc3c(C)cc(Br)cn3c2Cc2ccc(C)cc2)cc1OC
  A: x	B: x	C: 2.6	D: x	E: x	F: x	G: 8	H: 0	I: 5.3	J: x

Molecule: CN(C(=O)c1ccc(=O)[nH]c1)C1(C(=O)NC2CCCCC2)CCCCC1
  A: 1	B: -0.5	C: 0.8	D: -3	E: -0.2	F: -6	G: 1	H: 0	I: x	J: 1

Molecule: COc1cccc(NC(=S)N/N=C2/CCCCc3ccccc32)c1
  A: 2	B: -0.4	C: 0.1	D: 24	E: i	F: x	G: -18	H: 2	I: -0.2	J: 22

Molecule: CCCCn1c(-c2csc3c2CCC(C)C3)n[nH]c1=S (stereo not drawn)
  A: 8	B: -0.1	C: -1.5	D: 25	E: -0.3	F: 3	G: 21	H: -5	I: x	J: -8

Molecule: O=C(c1ccc(-c2ccccc2)cc1)N1CCN(c2ccc3c(c2)C2CC3CCN2C(=O)OCc2ccccc2)CC1 (stereo not drawn)
  A: x	B: x	C: -0.2	D: x	E: x	F: x	G: 5	H: -5	I: 0.8	J: x

Molecule: O=C(O)/C=C/C(=O)Nc1cccc2c1-c1ccccc1C2=O
  A: x	B: 2.4	C: -1.0	D: -3	E: i	F: -13	G: 14	H: -7	I: 0.5	J: x

Molecule: CC(C)c1ccc(NC(=O)C2C3C=CC4(O3)C2C(=O)N(CCN2CCOCC2)C4C(=O)NC2CCCCC2)cc1 (stereo not drawn)
  A: -2	B: -0.3	C: 0.5	D: 1	E: -0.6	F: 6	G: 0	H: -14	I: -0.3	J: 7

Exported with tabs: entries from further up.
molecule	SARS 3CLpro inh	PfHsp40 rescue	BoNT-A LC inh2	Yp Topo-I inh	Vc quorum ag	SSB-PriA inh	CCHFV vOTU inh	Anthrax LF prot	TcdB GH inh	DUSP3 inh
CCCCn1c(-c2csc3c2CCC(C)C3)n[nH]c1=S (stereo not drawn)	8	-0.1	-1.5	25	-0.3	3	21	-5	x	-8
O=C(O)/C=C/C(=O)Nc1cccc2c1-c1ccccc1C2=O	x	2.4	-1.0	-3	i	-13	14	-7	0.5	x

These rows are one share of the data; rates above refer to the full screens.
